Bioassay records (PubChem BioAssay)
Pf Dd2 growth = inhibitors of Plasmodium falciparum Dd2 growth. P. falciparum Dd2 growth, SYBR Green, 72 h. Potency, µM (top dose mostly 28.9 µM), for inactives: at the top dose activity, negative = inhibition, usual class: inhibitors. actives 4.3% (n = 120,000). AID 1347417; active means well fitted inhibition curve with a large enough effect; inconclusive means small, poorly fitted or top-dose-only effect; inactive means no such curve, though single readings can be large or run the other way;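 further: plate controls were DMSO vehicle for no effect and reference drug for full effect; nearly all actives have a fitted effect of over 65% in size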
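Readout: SYBR Green fluorescence, 485 nm excitation, 535 nm emission, after ~16 h lysis at 37C. Before that, Dd2-infected red cells (2.5% hematocrit) grew 72 h with compound, 29 uM top final concentration.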
* marks the source's active call; other numbers are inactive results; i = inactive; ? = inconclusive; ! = a repeat was not active; [ ] = another dose, or the depositor's remark. Potency means the concentration at half of the fitted maximal effect. A portion of the library (hit frequency here may not be typical).

#	Structure	Pf Dd2 growth
1	Cc1ccc2nc(C3CCN(Cc4cccc(-c5cccnc5)c4)CC3)[nH]c(=O)c2c1	8.9µM*!
2	Cc1ccn2c(Nc3ccc4c(c3)OCO4)c(-c3ccc(Cl)cc3)nc2c1	?
3	CCOc1ccc(CC(=O)N2CCCN(c3cc(-c4ccc(OC)cc4)[nH]n3)CC2)cc1OCC	?
4	Cc1cn2c(=O)cc(COC(=O)c3ccc(NC(=O)C(C)Oc4ccccc4)cc3)nc2s1 (stereo unspecified)	51%[activator]
5	CN1CCC2(C1)CN(Cc1ccccc1)c1ccc(C(=O)Nc3ccn(C)n3)cc12 (stereo unspecified)	?
6	CCOc1cccc(CN2CCC3(CC2)CC(O)CCO3)c1 (stereo unspecified)	-25%
7	COc1cc2c(=O)n(Cc3ccccc3Cl)c(=O)n(CC(=O)Nc3ccccc3)c2cc1OC	-6%
8	Cc1nnc(NC(=O)CSc2nccn2Cc2ccc(Cl)cc2)s1	-52%[0.594 µM]
9	Cc1cccc(C(=O)N2CCCC(n3cc(-c4nc(C)no4)nn3)C2)c1 (stereo unspecified)	i
10	COCCCNC(=O)c1cc2c(=O)oc3ccc(C)cc3c2s1	-6%
11	CCc1ccccc1N(C)C(=O)c1cc2c(s1)-c1c(C)cccc1OC2	?
12	Cc1cc(C(=O)N[C@@H]2CCC[C@@H](C(=O)N(C)Cc3cccnc3)CC(=O)N(C)C2)no1	9%[44.1 µM]
13	CC1CCCCN1C(=O)Cn1c(=O)n(-c2ccc(Cl)cc2)c(=O)c2c3c(sc21)CCC3 (stereo unspecified)	-21%
14	Fc1ccc2nc(CO[C@H]3CN(C4CCC4)C[C@H]3F)[nH]c2c1	?
15	COCC(=O)N[C@@H]1CN(Cc2ccccc2C)C[C@H]1CO	-17%
16	O=C(c1coc(COc2ccc(F)cc2)n1)N1CCC(c2ccc(F)cc2)C1 (stereo unspecified)	-3%
17	COc1ccc2[nH]c3c(c2c1)CCN(C)C31CCN(C(=O)Cc2ccncc2)CC1	i
18	O=C(c1ccccc1F)N1CCCC2(C1)C(=NC1CCCC1)NC(=O)N2c1cccnc1 (stereo unspecified)	7%
19	COc1cccc(CN2CCc3nc(N(C)Cc4cccnc4)[nH]c(=O)c3CC2)c1	0%[5.79 µM]
20	CCc1nn2c(=O)cc(COC(=O)c3cccc(NC(=O)c4cccs4)c3)nc2s1	-17%
21	CCc1nn(CC(=O)Nc2ccc(C)cc2C)c(=O)c2cc3sccc3n12	-3%
22	COc1ccc(CCNC(=O)c2ccc3c(Cl)c4c(nc3c2)CCCC4)cc1OC	11µM*
23	CN(C)C(=O)C1=NOC2CN(C(=O)C3CC3)CC12 (stereo unspecified)	16%[44.1 µM]
24	CCc1cccc(NC(=O)Cn2c(-c3cnccn3)nc(C)c(C)c2=O)c1	?
25	CCn1c(C(=O)Nc2cc(Cl)ccc2C)cc2sc(Cl)cc21	-8%
26	c1coc(CN2CCC(NC3CCCN(c4nc5ccccc5s4)C3)CC2)c1 (stereo unspecified)	?
27	COc1cccc(OCC(=O)c2ccc3c(c2)N(CCCC(=O)N2CCOCC2)C(=O)CO3)c1	i
28	COc1ccc(-c2cccc(NS(=O)(=O)c3ccc(NC(C)=O)cc3)c2)nn1	?
29	COc1ccc(Cl)cc1S(=O)(=O)N1CCN(Cc2cccc(F)c2)CC1	i
30	O=C1C[C@@H]2CCN(C(=O)C3CC3)C[C@@H]2CCN1Cc1ccc2c(c1)OCO2	?
31	COc1ccc(OCCCn2c(C)nc3cc(C)c(C)cc32)cc1	?
32	COCCn1c(C)cc(O)c(C(c2ccccc2)N2CCCCC2)c1=O (stereo unspecified)	58%[activator]
33	O=C(O)C1CCc2nnc(C3CCCN([S+](=O)([O-])c4ccccc4)C3)n21 (stereo unspecified)	6%
34	CCNC(=O)N1CC(c2noc(COc3ccc(OC)cc3)n2)C1	?
35	OC1CCN(c2cc(N3CCOC(c4ccc(F)cc4)C3)ncn2)CC1 (stereo unspecified)	?
36	O=C(c1ccoc1)N1CCCN(c2nnc3ccc(Cl)cn23)CC1	-20%
37	COc1ccc(-c2noc(C(=O)O)c2[C@@H](C)NC(=O)Cc2ccccc2)cc1	39%[activator][44.1 µM]
38	CCCCNC(=O)C1CC(=O)N(c2n[nH]c3cccc(F)c23)C1 (stereo unspecified)	-7%
39	Cc1noc(C)c1[S+](=O)([O-])N1CCC(N2Cc3cccn3C2=O)CC1	2%
40	COc1cccc(CNC(=O)c2nn(C)c3c2CS(=O)(=O)c2ccccc2-3)c1	40%[activator][0.594 µM]
41	CN1C(=O)[C@@H]2C[C@@H](O)CN2C2(CN(CC3CCCCC3)C2)C1=O	13%[44.1 µM]
42	COCCn1c(=O)n([C@H]2CCCN(C(=O)Cc3cccc(F)c3)C2)c2ncccc21	-10%
43	CCN(CC)CCNC(=O)C(=O)NCC(c1cccnc1)N1CCN(c2ccccc2)CC1 (stereo unspecified)	?
44	CCN1C(=O)COC[C@@H]1[C@H](O)c1ccc(NC(=O)CCc2ccccc2)cc1	?
45	CCC(C)NC(=O)C1CCC(CNS(=O)(=O)c2ccc(Cl)cc2)CC1 (stereo unspecified)	i
46	CNC(=O)N1CCC(C2CCN(C(=O)Cc3ccccc3C)C2)CC1 (stereo unspecified)	-24%
47	CCN(CC)CCOC(=O)c1ccc(NC(=O)CCn2c(=O)oc3ccccc32)cc1	17%
48	COc1ccccc1NC(=O)C1=C(C)Nc2nc(-c3ccco3)nn2C1c1cccc(C)c1 (stereo unspecified)	?
49	COc1ncccc1-c1cc(-c2cn[nH]c2)c2cncn2c1	?
50	COc1ccc(OC2CCN(C(C)=O)CC2)c(C(=O)N(C)CC2CCCCO2)c1 (stereo unspecified)	-14%

Six records drawn at random from the list so far:
#	Structure	Pf Dd2 growth
36	O=C(c1ccoc1)N1CCCN(c2nnc3ccc(Cl)cn23)CC1	-20%
29	COc1ccc(Cl)cc1S(=O)(=O)N1CCN(Cc2cccc(F)c2)CC1	i
31	COc1ccc(OCCCn2c(C)nc3cc(C)c(C)cc32)cc1	?
33	O=C(O)C1CCc2nnc(C3CCCN([S+](=O)([O-])c4ccccc4)C3)n21 (stereo unspecified)	6%
32	COCCn1c(C)cc(O)c(C(c2ccccc2)N2CCCCC2)c1=O (stereo unspecified)	58%[activator]
40	COc1cccc(CNC(=O)c2nn(C)c3c2CS(=O)(=O)c2ccccc2-3)c1	40%[activator][0.594 µM]

Next compounds.
#	Structure	Pf Dd2 growth
51	CNc1nc2c(s1)C[C@]1(C)CCC([C@H](C)C(=O)N3CCSCC3)[C@H](O)[C@H]1[C@@H]2C (stereo partly specified)	i
52	CCN1CCN(C(=O)c2ccc3c(c2)N(Cc2cccc(Cl)c2)C(=O)c2ccccc2S3=O)CC1 (stereo unspecified)	?
53	COc1ccc(CC(=O)N2CCC(Cc3nc(C(C)C)no3)CC2)cc1Cl	5%
54	CCOc1ccc(CC(=O)N2CCC[C@H]2c2nc(-c3ccc(OC)c(OC)c3)no2)cc1OCC	?
55	Cc1cc(CN2CCc3nn(C)c(=O)n3CC2)n(C)n1	-5%
56	COc1ccccc1Nc1ncc2c(n1)CN(C(=O)C1CCC(OC)CC1)CCN2 (stereo unspecified)	-13%[44.1 µM]
57	Oc1c(C(c2cccc(Br)c2)N2CCCC2)sc2nc(-c3ccco3)nn12 (stereo unspecified)	22%
58	Clc1ccc(-c2nnc3n2CCN(Cc2cncs2)C3)cc1	-4%
59	Cc1ccc(-n2ncc(C(=O)Nc3ccc4c(c3)OCCO4)c2C2CCN(C(=O)OC(C)(C)C)CC2)cc1C	?
60	Cc1nc(-c2ccc(F)cc2)sc1CCNC(=O)c1cccs1	i
61	CC(C)c1nc2c(c(-c3ccc(Cl)cc3)n1)CCN(CC1CCCCC1)CC2	?
62	CN(Cc1ccccc1)C(=O)C1CCCN(c2cnn(Cc3ccccc3)c(=O)c2)C1 (stereo unspecified)	i
63	C[C@H]1[C@@H]2[C@H]3OC(=O)[C@@H](C)[C@@H]3CC[C@@]2(C)CC[C@@H]1NC(=O)c1cncnc1	?
64	Cn1nc(C2CCN(C(=O)c3cc(F)ccc3F)CC2)c2c1CCOC2	i[5.79 µM]
65	Cc1cccc(N2CCN(C(=O)c3noc4c3COc3ccc(C)cc3-4)CC2C)c1 (stereo unspecified)	25%
66	O=C(Nc1ccc(OC(F)(F)F)cc1)c1noc2c1CCCC2	-13%
67	Cc1cccc(CN2CCC3(Cc4ccccc4CNC3=O)C2)c1 (stereo unspecified)	?
68	Oc1c(C(c2ccccc2)N2CCCC2)sc2nc(-c3ccco3)nn12 (stereo unspecified)	4%
69	COc1ccc(-c2ccc3ncc(Nc4ccncc4)n3n2)cn1	?
70	COc1ccc(CN2CCN(C(=O)[C@H]3CCC[C@@H](O)C3)CC2=O)cc1	1%
71	CCc1noc(-c2ccn3c(CNC(=O)c4ccc(N(CC)CC)cc4)nnc3c2)n1	i
72	Cc1nc(N2CCN(C(=O)c3ccc(F)cc3Cl)CC2)cc(C(F)(F)F)n1	-26%
73	Cc1ccc2nc3sc(C(=O)Nc4ccc(F)cc4)cc3cc2c1	?
74	CCCN(CC1CCOC1)C(=O)Nc1cccc(Cl)c1F (stereo unspecified)	49%[activator][5.79 µM]
75	CC(C)Oc1ccccc1NC(=O)CSc1nccn1C	66%[activator]
76	COCCn1cnc2ccc(-c3ccc(F)cc3OC)nc2c1=O	i
77	CCCC1c2nccn2CCCN1C(=O)c1cc(C2CC2)[nH]n1 (stereo unspecified)	12%
78	CN1C(=O)CCC2(CNC(=O)c3ccco3)CCC=C12 (stereo unspecified)	5%
79	COCCNC(=O)C1CCC(=O)N1C1CCNCC1 (stereo unspecified)	19%
80	COc1ccccc1N1CCN(C(=O)C[C@@H]2CCNC[C@@H]2Cc2cc(-c3ccccc3)on2)CC1	-28%
81	C#CCN(C)C(=O)CC1COc2ccc(C(=O)N3CCOCC3)cc2N1C (stereo unspecified)	-11%
82	CCc1nn(CC(=O)NCCc2ccc(OC)c(OC)c2)c(=O)c2cc3occc3n12	31%[activator]
83	Cn1cnnc1CC1CCCN(C(=O)c2ccccc2)C1 (stereo unspecified)	12%
84	C#CCN(C)C(=O)[C@@H](C)C1CC[C@@]2(C)Cc3sc(NCCCC)nc3[C@@H](C)[C@@H]2[C@H]1O (stereo partly specified)	-20%[44.1 µM]
85	CCCC(=O)N1c2nc(C(C)C)nn2C2(CCCCC2)[C@@H]2CCCC[C@@H]21	?
86	CC(=O)N1CCC(N2C[C@@H]3OCC(=O)N(CC(N)=O)[C@@H]3C2)CC1	6%[44.1 µM]
87	Cc1cc(C)n(-c2ccc(F)cc2CN2CCCC(CO)(Cc3ccccc3)C2)n1 (stereo unspecified)	8.9µM*
88	CNC(=O)CCn1ncc2cc(OCc3ccccc3-c3ccccc3Cl)ccc21	?
89	Cc1ccc(NC(=O)N2CCC(CCNC(=O)c3cccc(C)c3)CC2)cc1	-20%
90	CNC(=O)[C@@H](c1ccccc1)N1CCC[C@H]1C(=O)N[C@@H](CO)CC(C)C	-10%[44.1 µM]
91	CC(C)NC(=O)N1CC2ON=C(C(=O)NCc3ccc(F)cc3)C2C1 (stereo unspecified)	11%
92	CCN1C(=O)C2(CCN(S(=O)(=O)CC)CC2)c2ccccc21	?
93	O=C(C[C@@H]1O[C@H](CNS(=O)(=O)c2ccccc2)[C@@H](O)[C@H]1O)N1CCN(c2ccccc2)CC1	i
94	Cc1nnc(NC(=O)c2nc(SCc3ccccc3F)ncc2Cl)s1	163%[activator]
95	O=C1c2cnc(Cc3ccccc3)nc2OCCN1c1cccc(C(F)(F)F)c1	i
96	Cc1ccc(C(=O)NCCn2cccc2-c2nc(-c3ccc4c(c3)OCO4)no2)cc1C	-30%
97	COc1ccc(-c2noc([C@@H]3CCCN3Cc3ccc(S(C)(=O)=O)cc3)n2)cn1	?
98	CCOCCCNC(=O)c1ccc(-n2c(-c3ccccc3)cc3c2CCCCC3)cc1	?
99	CCc1nc(C)c(C(=O)N2CC[C@@](O)(COC)C(C)(C)C2)s1	-7%
100	COc1ccc(Nc2nc(-c3cccc(OC)c3OC)no2)cc1	-26%

Another view of part of the listing above:
#85 CCCC(=O)N1c2nc(C(C)C)nn2C2(CCCCC2)[C@@H]2CCCC[C@@H]21
  Pf Dd2 growth: ?

#86 CC(=O)N1CCC(N2C[C@@H]3OCC(=O)N(CC(N)=O)[C@@H]3C2)CC1
  Pf Dd2 growth: 6%[44.1 µM]

#87 Cc1cc(C)n(-c2ccc(F)cc2CN2CCCC(CO)(Cc3ccccc3)C2)n1 (stereo unspecified)
  Pf Dd2 growth: 8.9µM*

Going on with the list.
#	Structure	Pf Dd2 growth
101	CC(=O)N1CCOc2ccc(CCC(=O)NCCc3ccccn3)cc2C1	12%
102	O=S(=O)(NC[C@H]1O[C@@H](CO)[C@@H](O)[C@H]1N1CCN(c2ccc(F)cc2)CC1)c1ccc(F)cc1	-17%
103	Cc1nc(CCNC(=O)CCC2CCCC2)no1	-15%
104	CC(=O)c1cccc(NC(=O)Cn2cccc2-c2nc(-c3ccc4c(c3)OCO4)no2)c1	i
105	CCOCCc1nn2c(=O)cc(COC(=O)c3ccccc3NC(=O)C3CCCCC3)nc2s1	i
106	Cc1ccc(NC(=O)c2cccn(Cc3ccccc3C)c2=O)c(C)c1	-14%
107	COc1ccc(OC)c(NC(=O)Cn2ncc3c2-c2ccccc2OC3)c1	-8%
108	CC1CCCCN1C(=O)CSc1nc(-c2ccccc2)no1 (stereo unspecified)	10µM*
109	FC(F)(F)c1ccc(N2C3CCC2CN(Cc2cccs2)C3)cc1	-18%
110	O=C1CC2(CCN(C(=O)c3ccc4c(c3)OCO4)CC2)Oc2ccccc2N1	-1%
